Screening results: PubChem, several laboratories
mABHD4 FP: ABHD4 (mouse) inhibition, primary FP screen; Q8VD66; purified mABHD4, FP-Rh probe fluorescence polarization; inhibition, % at 8.92 µM; hit rate 0.54% among 370,000; AID 720543;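 active means inhibition exceeding the mean over every tested compound plus 3 SD, cut at about 30% in these data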;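 further: 0% = plate median of compound wells and 100% = S159A mutant with DMSO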
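Test system: mABHD4 protein | Buffer or medium: HEPES pH 7.0 buffer, 150 mM NaCl, 0.01% Pluronic F-127 | Probe or stimulus: FP-Rh fluorescent activity-based probe, added after compound pre-incubation | Timing: Pre-incubation 45 min, probe exposure 60 min, at 25 °C | Technique: Fluorescence polarization, excitation 525 nm, emission 598 nm, BODIPY TMR filters | Repeats: Single well per compound (singlicate)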
LEDGF integ inh: blocks HIV-1 LEDGF/p75-dependent DNA integration; TR-FRET IN-LEDGF/p75 DNA integration, Eu/Cy5; inhibition, % at 3.7 µM; hit rate 0.64% among 370,000; AID 743269;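 active means inhibition above the screen-wide mean plus 3 SD, cut at about 13% in these data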;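 further: signal is the Cy5 over europium emission ratio at 671 and 618 nm; 0% = plate median of compound wells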
PRMT1 inh: inhibitors of human PRMT1; Q99873; recombinant PRMT1, activity-based probe fluorescence polarization; inhibition, % at 2.79 µM; hit rate 1.3% among 370,000; AID 652257;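 active means inhibition above about 21% made by adding two undisclosed values, limit read from the data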
Target sequence (Q99873 whole entry, looked up): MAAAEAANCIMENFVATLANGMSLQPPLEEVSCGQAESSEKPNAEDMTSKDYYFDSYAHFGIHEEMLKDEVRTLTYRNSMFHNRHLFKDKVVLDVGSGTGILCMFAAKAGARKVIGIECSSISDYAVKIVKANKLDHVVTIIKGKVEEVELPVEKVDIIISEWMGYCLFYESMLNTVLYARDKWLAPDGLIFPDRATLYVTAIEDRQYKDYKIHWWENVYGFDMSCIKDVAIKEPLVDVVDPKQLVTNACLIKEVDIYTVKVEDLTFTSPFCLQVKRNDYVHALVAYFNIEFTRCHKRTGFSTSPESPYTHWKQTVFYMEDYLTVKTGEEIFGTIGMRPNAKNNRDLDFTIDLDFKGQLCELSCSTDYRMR
rCAG binder: molecules binding r(CAG) RNA repeats; hit rate 1.3% among 370,000; inhibition, % at 3 µM; r(CAG) RNA repeat, TO-PRO-1 dye displacement fluorescence;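 active means inhibition above the plate cutoff, the mean of all test compounds on that plate plus 3 SD, cut at about 35% in these data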;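 further: 0% = DMSO alone and 100% = 100 µM mitoxantrone as full dye displacement; higher means more dye released from RNA so lower well fluorescence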
TCR-CD3 inh: inhibitors of human TCR-CD3 interaction | TAMRA-labeled TCR probe fluorescence, biochemical | inhibition, % at 9.4 µM | hit rate 0.37% among 360,000 | AID 651800; in the data active means inhibition above about 19%;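 further: recombinant mutant TCR 2C K166C tagged with TAMRA read by polarization; 0% = receptor in buffer alone and 100% = receptor with positive control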
SIAE primary: blocks human sialic acid acetylesterase. Q9HAT2. SIAE FP-Rh probe binding, fluorescence polarization. inhibition, % at 9.66 µM. hit rate 0.69% among 370,000;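 active means inhibition above a cutoff: mean of compounds within the control limits plus 3 SD of those, cut at about 17% in these data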;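 further: 0% = plate median of compound wells and 100% = probe without SIAE protein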
MBD2 DNA inh: MBD2-methylated oligo binding inhibition. TR-FRET, MBD2 binding to methylated oligonucleotide. inhibition, % at 4.4 µM. hit rate 0.31% among 370,000; in the data active means inhibition above about 13%
Target sequence (Q9UBB5 whole entry, looked up): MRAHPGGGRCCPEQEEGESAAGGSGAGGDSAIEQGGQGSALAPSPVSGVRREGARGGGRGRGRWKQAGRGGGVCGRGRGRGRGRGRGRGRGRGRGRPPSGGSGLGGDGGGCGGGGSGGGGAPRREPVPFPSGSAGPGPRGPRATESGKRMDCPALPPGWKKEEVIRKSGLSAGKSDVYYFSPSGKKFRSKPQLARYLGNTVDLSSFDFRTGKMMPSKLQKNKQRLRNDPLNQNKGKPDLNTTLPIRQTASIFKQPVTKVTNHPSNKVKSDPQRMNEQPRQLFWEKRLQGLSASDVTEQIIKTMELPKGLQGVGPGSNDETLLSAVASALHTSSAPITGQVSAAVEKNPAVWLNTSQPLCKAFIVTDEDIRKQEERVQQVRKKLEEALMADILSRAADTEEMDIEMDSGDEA
TDP2 absorb: blocks human TDP2 phosphodiesterase activity; AID 720702; inhibition, % at 12.8 µM; recombinant TDP2, T5PNP hydrolysis, p-nitrophenol absorbance 415 nm; hit rate 0.34% among 370,000;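 active means inhibition above the mean of all tested compounds plus 3 SD, set per campaign, cut at about 25% in these data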;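 further: 0% = DMSO with enzyme and 100% = buffer with substrate but no TDP2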
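Test system: Human TDP2 enzyme | Reagent: 5 mM T5PNP | Compound dosing: 12.8 µM single point, 1% DMSO | Incubation: Enzyme reaction with compound for 2 h at 37 °C | Technique: p-Nitrophenol epi absorbance | Read-out: % inhibition relative to enzyme-containing and enzyme-free wells | Benchmarks: High control without enzyme, low control DMSO plus TDP2 | Replicates: Singlicate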
HTRA1 inh: HTRA1 (human) protease inhibition; recombinant HTRA1, FP-rhodamine activity-based probe, fluorescence polarization; inhibition, % at 5.96 µM; hit rate 0.5% among 340,000; AID 504803; in the data active means inhibition above about 36%;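 further: 0% = enzyme with DMSO and 100% = wells lacking enzyme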
NPR2 activator: GC-B (human) receptor activation. hit rate 0.11% among 370,000. activation, % at 10 µM. HEK293-GC-B cells, CNP EC30, cGMP TR-FRET; 0% at EC30 CNP, 100% saturating CNP. P20594;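 active means activation at 10 µM reaching about 35% in either raw or pattern-adjusted values, limit read from the data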
Active calls of the source: *; / = not tested or not shown. Not all compounds are listed. The share of hits here may be higher or lower than overall.

SMILES	mABHD4 FP	LEDGF integ inh	PRMT1 inh	rCAG binder	TCR-CD3 inh	SIAE primary	MBD2 DNA inh	TDP2 absorb	HTRA1 inh	NPR2 activator
COc1cc(OC)cc(C(=O)Nc2cccc(N3CCCC3)c2)c1	7	-2	-2	13	3	4	-8	-12	1	2
CC(C)(C)C(=O)Nc1nnc(SCC(=O)NCc2cccs2)s1	5	-2	3	-5	-4	6	4	-1	-3	5
O=C(Nc1cc2c(cc1Br)OCCO2)c1cccs1	3	1	-1	3	1	0	0	-12	-5	-1
Cc1nc2ccc(NC(=O)c3cccs3)cc2s1	-6	-2	1	2	1	-8	3	-3	-11	-5
Cc1ccsc1-c1nc(CN(C)C(C2CC2)C2CC2)c(C)o1	0	0	-1	3	-7	4	4	7	-4	-2
Cc1cc(Cl)ccc1OCC(=O)NCCCCc1ccccc1	-8	0	-1	-5	-1	-7	5	-7	-42	-5
O=C(O)CSCC(=O)NCc1csc2ccc(Cl)cc12	0	-3	2	-2	1	-2	4	-6	/	4
O=c1cccccc1NN=C1CCCCCC1	6	1	3	-2	-1	4	1	5	7	7
CCCCOc1[nH]c2nc(-c3ccco3)n(Cc3ccco3)c(=N)c2c1C#N	45*	19*	35*	16	8	16	0	7	42*	-4
Nc1cc(N)nc(SCC(=O)NCCC2=CCCCC2)n1	-3	5	-3	2	7	6	-6	-19	0	0
Cc1[nH]n(-c2ccccc2)c(=O)c1C(c1ccc(C(=O)O)cc1)c1c(C)[nH]n(-c2ccccc2)c1=O	7	34*	1	15	1	3	20*	99*	16	9
Cc1ccc(C(=O)Nc2ccc(S(=O)(=O)N3CCOCC3)cc2)cc1C	-5	-5	-1	1	-3	1	2	6	-13	-2
Cc1c(C)[n+](=O)c(-c2ccco2)c(C)n1[O-]	-6	2	3	4	-4	-1	-2	-6	4	0
N#CCc1ccc(NS(=O)(=O)c2cccs2)cc1	0	-3	0	2	-1	3	1	8	0	11
CC1CN(C(=O)Nc2ccc3c(c2)OCCO3)CC(C)O1 (centres undefined)	-3	-5	4	-3	-4	7	1	-9	0	3
Cc1nnc2nc(N)[nH]n2c1=O	-2	-4	1	1	-9	-2	0	5	/	1
O=C(Cc1ccc(Cl)cc1)NCCCNC(=O)c1cccnc1	-15	-4	2	6	-5	0	11	-11	6	5
Cc1ccccc1CNC(=O)C(=O)NCC1CCCN1S(=O)(=O)c1cccs1 (centres undefined)	-1	0	3	0	4	-8	2	9	-4	4
Cc1ccc(C(=O)N2CCN(S(=O)(=O)c3ccccc3)CC2)s1	0	0	-2	-3	2	8	-2	0	3	1
NC(COCc1ccccc1)c1csc(NC(=O)Nc2cccc(C(F)(F)F)c2)n1 (centres undefined)	8	6	0	43*	3	10	-2	2	/	-5

13 compounds out of the list, arranged by molecular weight, rising:
SMILES	mABHD4 FP	LEDGF integ inh	PRMT1 inh	rCAG binder	TCR-CD3 inh	SIAE primary	MBD2 DNA inh	TDP2 absorb	HTRA1 inh	NPR2 activator
Cc1nnc2nc(N)[nH]n2c1=O	-2	-4	1	1	-9	-2	0	5	/	1
Cc1c(C)[n+](=O)c(-c2ccco2)c(C)n1[O-]	-6	2	3	4	-4	-1	-2	-6	4	0
Cc1nc2ccc(NC(=O)c3cccs3)cc2s1	-6	-2	1	2	1	-8	3	-3	-11	-5
CC1CN(C(=O)Nc2ccc3c(c2)OCCO3)CC(C)O1 (centres undefined)	-3	-5	4	-3	-4	7	1	-9	0	3
Nc1cc(N)nc(SCC(=O)NCCC2=CCCCC2)n1	-3	5	-3	2	7	6	-6	-19	0	0
COc1cc(OC)cc(C(=O)Nc2cccc(N3CCCC3)c2)c1	7	-2	-2	13	3	4	-8	-12	1	2
O=C(Cc1ccc(Cl)cc1)NCCCNC(=O)c1cccnc1	-15	-4	2	6	-5	0	11	-11	6	5
O=C(Nc1cc2c(cc1Br)OCCO2)c1cccs1	3	1	-1	3	1	0	0	-12	-5	-1
CC(C)(C)C(=O)Nc1nnc(SCC(=O)NCc2cccs2)s1	5	-2	3	-5	-4	6	4	-1	-3	5
CCCCOc1[nH]c2nc(-c3ccco3)n(Cc3ccco3)c(=N)c2c1C#N	45*	19*	35*	16	8	16	0	7	42*	-4
Cc1ccccc1CNC(=O)C(=O)NCC1CCCN1S(=O)(=O)c1cccs1 (centres undefined)	-1	0	3	0	4	-8	2	9	-4	4
NC(COCc1ccccc1)c1csc(NC(=O)Nc2cccc(C(F)(F)F)c2)n1 (centres undefined)	8	6	0	43*	3	10	-2	2	/	-5
Cc1[nH]n(-c2ccccc2)c(=O)c1C(c1ccc(C(=O)O)cc1)c1c(C)[nH]n(-c2ccccc2)c1=O	7	34*	1	15	1	3	20*	99*	16	9

Next records.
SMILES	mABHD4 FP	LEDGF integ inh	PRMT1 inh	rCAG binder	TCR-CD3 inh	SIAE primary	MBD2 DNA inh	TDP2 absorb	HTRA1 inh	NPR2 activator
COc1ccc(NC(=O)C2Cc3c(-c4cccc(NC(C)=O)c4)ccnc3O2)cc1 (centres undefined)	-9	2	9	2	-9	-5	8	-9	/	-6
Cc1ccc(NNC(=O)c2ccc(Cl)cc2)nn1	0	3	-2	-2	6	-2	-1	-10	4	2
CCN(C(=O)[C@H]1CC(=O)O[C@@H]1c1ccccc1)c1ccccc1	-3	0	-1	-2	/	4	-4	7	/	1
C=CCN(C(=O)CNC(=O)c1ccco1)C(C(=O)NC1CCCC1)c1ccc(OC)cc1 (centres undefined)	-6	2	0	-4	-2	0	0	4	-3	-7
O=C(c1ccco1)N1CCN(Cc2cc(=O)c(OCc3ccc([N+](=O)[O-])cc3)co2)CC1	-6	4	-3	5	-5	-3	0	-13	-4	0
Cc1nnc(NC(=O)C2CCCN(S(=O)(=O)c3ccccc3C(F)(F)F)C2)s1 (centres undefined)	-14	3	3	-1	-6	-2	9	-2	-8	-6
COC(=O)C1(C(=O)OC)C[C@H](c2ccc(OC)cc2)N(Cc2ccccc2OC)[C@@H]1c1ccccc1	4	-1	3	5	-6	4	-3	-1	/	-1
CCCSc1nc2sc3c(c2c(=O)n1CC)CC(C)(C)OC3	-4	-1	-3	-5	5	-4	-5	-3	-1	-3
CC(=O)Oc1ccc(/C=N\NC(=O)c2cc3c(ccc4ccccc43)o2)cc1	-11	1	1	2	0	3	-1	7	4	1
CCCCc1nnc(NC(=O)c2ccc3c(=O)n4c(nc3c2)CCC4)s1	-7	3	-1	11	1	-16	-1	12	-5	1
O=C(CSc1cccc[n+]1[O-])Nc1ccc(C(F)(F)F)cc1[N+](=O)[O-]	-9	6	0	-3	-1	0	-1	7	-1	-5
CSc1nnc(-c2sc3cc(C(F)(F)F)cnc3c2-c2ccccn2)n1C	2	2	0	-8	0	-2	5	-2	8	2
CCc1ccc(N2CC(C(=O)N/N=C/c3cc([N+](=O)[O-])ccc3O)CC2=O)cc1 (centres undefined)	3	-6	4	20	31*	-3	2	-1	/	-8
Cc1ncc(C[n+]2csc(CCOC(=O)CC3C4CC5CC(C4)CC3C5)c2C)c(N)n1 (centres undefined)	-4	0	7	3	-10	-4	2	-9	7	0
COc1cc(NC(=O)C2CCCCC2)c(OC)cc1NC(=O)c1ccccc1	6	3	-4	-2	9	3	-6	8	7	4
O=C(CC1Sc2ccccc2NC1=O)Nc1ccccc1[N+](=O)[O-] (centres undefined)	-4	-4	-2	-1	14	-5	3	-7	-2	1
COc1ccc(/C=N/NC(=O)c2ccc(=O)[nH]n2)cc1OC	-1	0	-2	2	4	5	1	-6	-2	3
C=CC[C@]12CCc3sccc3C1N(c1ccc(C(=O)OCC)cc1)C2=O (some centres undefined)	-10	-1	1	-3	1	-3	1	0	-31	3
Cc1ccnn1CC(=O)N/N=C/c1cn[nH]c1-c1ccc(F)cc1	3	1	-3	5	-6	4	3	9	-11	4
CC1(C)CC(=O)C(N=Nc2ccc(F)cc2)=C(O)C1	-1	-3	1	-1	8	6	-6	11	1	-3
Cc1nc2c(C#N)c(C)[nH]n2c(=O)c1Cc1ccccc1	-4	-2	0	2	2	-2	1	-1	3	5
O=S(=O)(c1ccc2oc3ccccc3c2c1)N1CCCC1	1	-1	2	2	-1	-5	3	4	2	-1
C=CC[n+]1c(-c2ccccc2)csc1NC(C)(C)C	0	-1	3	-3	-4	1	-1	0	7	2
Cc1cc(/C=N/O)c(C)n1-c1cccc(Cl)c1	-12	0	-2	4	6	-8	-3	-20	11	-4
O=C(O)c1cccc(Cn2c(Cl)c(/C=N/NC(=O)c3cccc(O)c3)sc2=O)c1	-9	0	4	12	4	-1	-2	-4	1	-3
CCNC(=S)NC1CC2CCCC(C1)N2Cc1ccc(C)cc1 (centres undefined)	-1	6	-1	-2	9	-3	2	4	6	-2
O=C(Nc1cccc(F)c1)NC1CC2CCCC(C1)N2C1CC1 (centres undefined)	-4	-2	-2	0	3	-3	0	-3	-3	1
Cc1cc(C(=O)CSc2n[nH]c(N)n2)c(C)n1-c1cc(F)ccc1F	-11	5	7	16	-2	-2	9	-13	3	10
CC1(c2nnnn2C2CCCCC2)CSCC(=O)N1CCc1ccc(O)cc1 (centres undefined)	1	0	-2	3	/	5	2	3	/	2
Cn1c(SCc2n[nH]c(=S)n2-c2ccccc2)nnc1-c1ccccc1	2	1	1	1	-1	-3	2	3	6	-1
O=C(COc1ccc2ccccc2c1)NC1CC1	2	-1	0	0	5	-3	3	2	2	3
Cn1c(=O)[nH]c(=O)c2c1nc(Br)n2Cc1cccc(Br)c1	0	1	4	-1	-4	1	6	-2	6	-1
COc1cc(-c2cc3nc(NCCc4ccc(S(N)(=O)=O)cc4)ccn3n2)cc(OC)c1OC	-12	-1	0	9	-2	-6	-1	2	/	4
CCOC(=O)C1CC(C)=C(C)CC1C(=O)O (centres undefined)	1	4	-3	4	-1	-1	0	-8	0	3
CCOc1ccc(N2CC(O)=C(c3ccccc3)C2=N)cc1	1	-1	-2	-3	2	16	0	-6	-4	13
CC1CCCCC1N(C(=O)c1cc(C2CC2)on1)C1CCCCC1 (centres undefined)	1	0	5	-1	/	-1	-3	0	/	-8
